HRas wt GTP: modulators of GTP binding to HRas wildtype, primary screen, biochemical, bead-based flow cytometry, multiplex. GTP binding activity, % at 10 µM. GST-Ras wt beads, Bodipy-FL-GTP binding; actives lie on both sides. 190,000 compounds, 0.14% hits. AID 759, 2007;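 active means GTP binding activity at least 20% away from the 100% baseline, either lowered as inhibitor or raised as activator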;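 further: 0% = unlabeled GTP competition control and 100% = no-compound control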
Target sequence (P01112 whole entry, looked up): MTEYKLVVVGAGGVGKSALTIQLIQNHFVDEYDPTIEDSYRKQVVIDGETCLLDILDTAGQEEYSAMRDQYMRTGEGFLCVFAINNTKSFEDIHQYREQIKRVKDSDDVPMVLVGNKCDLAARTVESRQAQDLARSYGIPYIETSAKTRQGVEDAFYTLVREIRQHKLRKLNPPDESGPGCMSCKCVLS
RGS8-Gao reg: RGS8-Galphao binding modulators, primary screen, biochemical, multiplexed bead flow cytometry | Guanine nucleotide-binding protein G(o) subunit alpha (Homo sapiens), P09471 | actives lie on both sides | response (percent of control binding), % at 10 µM | 220,000 compounds, 0.34% hits | AID 1423, 2008; in the data active means response below about 60% or above about 140%; inactive means in between;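 further: Galphao activated as the GDP aluminium fluoride complex binding bead-coupled RGS8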
Rab2 wt GTP: modulators of GTP binding to Rab2A wildtype, primary screen, biochemical, dog, bead-based flow cytometry, multiplex. Ras-related protein Rab-2A (Canis lupus familiaris), P61105. GST-Rab2 wt beads, Bodipy-GTP binding. GTP binding activity, % at 10 µM. 190,000 compounds, 0.19% hits. AID 760, 2007;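 active means GTP binding activity at least 20 points away from 100%, either lowered or raised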;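 further: 0% = beads with excess unlabeled GTP and 100% = no-compound control corrected for plate trend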
Rac1 mut GTP: GTP binding modulators of activated mutant Rac1, primary screen, biochemical, bead-based flow cytometry, multiplex, fluorescent GTP; Ras-related C3 botulinum toxin substrate 1 (Homo sapiens), P63000; GST-Rac1 activated beads; actives lie on both sides; 100% means binding = to untreated wells; percent activity (GTP binding), % at 10 µM; 190,000 compounds, 0.11% hits; AID 764, 2007;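 active means GTP binding at least 20 percentage points away from the 100% baseline, in either direction, so actives lie on both sides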
Cdc42 wt GTP: modulators of GTP binding to wildtype Cdc42, primary screen, biochemical, multiplex bead flow cytometry, Bodipy-GTP; Cell division control protein 42 homolog (Homo sapiens), P60953; GST-Cdc42 beads; actives lie on both sides; percent activity (GTP binding), % at 10 µM; 190,000 compounds, 0.2% hits; AID 761, 2007;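 active means percent activity GTP binding at least 20 points away from the 100% baseline, either down as inhibitor or up as activator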;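 further: median bead fluorescence of bound Bodipy-FL-GTP at 100 nM; 0% = excess unlabeled GTP control and 100% = no compound control; below 100% means less GTP binding so inhibitor and above means activator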
Target sequence (P60953 whole entry, looked up): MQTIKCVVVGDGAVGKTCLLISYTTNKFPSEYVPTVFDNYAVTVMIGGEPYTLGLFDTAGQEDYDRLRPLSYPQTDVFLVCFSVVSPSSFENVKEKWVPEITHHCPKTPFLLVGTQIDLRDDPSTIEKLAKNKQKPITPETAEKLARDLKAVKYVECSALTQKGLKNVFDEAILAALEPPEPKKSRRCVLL
Mcl-1 Bim block: inhibitors of Bim peptide binding to Mcl-1, primary screen, biochemical, bead-based flow cytometry, multiplex; Induced myeloid leukemia cell differentiation protein Mcl-1 (Homo sapiens), Q07820; Bim peptide-Mcl-1 binding; inhibition, % at 10 µM; 190,000 compounds, 0.1% hits; AID 1009, 2008; in the data active means inhibition above about 40%;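 further: 0% = no compound tracer wells and 100% = peptide blocker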
Target sequence (Q07820 whole entry, looked up): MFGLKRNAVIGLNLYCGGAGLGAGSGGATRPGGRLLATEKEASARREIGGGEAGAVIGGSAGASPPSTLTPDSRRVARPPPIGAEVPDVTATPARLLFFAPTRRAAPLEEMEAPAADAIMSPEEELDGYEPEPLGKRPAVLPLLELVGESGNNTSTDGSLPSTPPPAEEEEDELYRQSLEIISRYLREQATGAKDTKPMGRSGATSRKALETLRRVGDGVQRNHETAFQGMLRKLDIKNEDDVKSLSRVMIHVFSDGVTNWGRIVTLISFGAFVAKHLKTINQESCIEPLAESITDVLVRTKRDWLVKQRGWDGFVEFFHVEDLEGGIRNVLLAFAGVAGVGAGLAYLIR
Mcl1 Bid PPI: Mcl-1/Bid binding inhibitors, primary screen, biochemical, TR-FRET, 1536-well. TR-FRET Mcl-1/Bid-Dy647 peptide binding. inhibition, % at 21.7 µM. 220,000 compounds, 0.97% hits. AID 1021, 2008;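 active means compounds that cut the binding signal by more than half at the single screening dose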;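 further: His-tagged Mcl-1 with europium anti-His antibody binding Bid BH3 peptide; 0% = Mcl-1 plus peptide wells and 100% = peptide-only wells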
Rac1 wt GTP bind: wildtype Rac1 GTP binding modulators, primary screen, biochemical, GST-Rac1 beads, flow cytometry, multiplex; Ras-related C3 botulinum toxin substrate 1 (Homo sapiens), P63000; fluorescent GTP binding; actives lie on both sides; 0 = cold GTP competed, 100 = untreated; GTP binding activity (% of control), % at 10 µM; 190,000 compounds, 0.27% hits; AID 757, 2007;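 active means GTP binding activity at least 20 points away from the 100% control level, either lower or higher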
Mcl1 Noxa PPI: Mcl-1/Noxa binding inhibitors, primary screen, biochemical, TR-FRET, 1536-well; Induced myeloid leukemia cell differentiation protein Mcl-1 (Homo sapiens), Q07820; TR-FRET Mcl-1/Noxa peptide binding, 2 h; inhibition, % at 21.7 µM; 220,000 compounds, 1.5% hits;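 active means compounds that cut the protein-peptide binding signal by more than 50% relative to plate controls in a single-dose test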;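 further: His-tagged Mcl-1 with rhodamine Noxa BH3 peptide and terbium anti-His antibody; 0% = Mcl-1 plus Noxa peptide wells and 100% = peptide-only wells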
Rab7 wt GTP bind: modulators of GTP binding to Rab7, primary screen, biochemical, wildtype, multiplex bead flow cytometry; GTP binding activity (percent of control), % at 10 µM; Rab7 GTPase wild type (dog), Bodipy-FL-GTP binding; 190,000 compounds, 0.055% hits; GST-Rab7 beads, fluorescent GTP binding; actives lie on both sides; untreated = 100%, excess cold GTP = 0%;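 active means fluorescent GTP binding to Rab7 beads changed by at least 20 points from the 100% baseline, either direction, mostly lower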;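 further: median green fluorescence of bound Bodipy-FL-GTP per Rab7 bead population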
Pf gamet viab: late stage P. falciparum gametocyte viability inhibitors, primary screen, ATP luminescence, HTS | P. falciparum stage V gametocytes, 24 h | inhibition, % at 10.9 µM | 150,000 compounds, 0.065% hits;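 active means inhibition above the mean plus 3 SD of compounds within the control limits, set per campaign, cut at about 38% in these data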;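 further: 0% = DMSO wells and 100% = medium only without gametocytes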
Starred values were filed as active, the others as inactive; / = not tested or not shown.

SMILES	HRas wt GTP	RGS8-Gao reg	Rab2 wt GTP	Rac1 mut GTP	Cdc42 wt GTP	Mcl-1 Bim block	Mcl1 Bid PPI	Rac1 wt GTP bind	Mcl1 Noxa PPI	Rab7 wt GTP bind	Pf gamet viab
NC(=O)COC(=O)c1c2c(nc3ccccc13)CCCCC2	95	102	97	95	99	0	-22	93	9	102	-6
COc1ccc([N+](=O)[O-])cc1NC(=O)c1ccc(-n2nc(C)cc2C)cc1	97	103	98	95	95	-7	30	98	25	99	7
O=C(CSc1nc2ccsc2c(=O)n1Cc1ccc(C(=O)O)cc1)NCc1ccco1	97	100	97	97	96	-2	4	98	37	95	-7
Clc1cccc(NCc2nnc(SCc3ccccc3Cl)o2)c1	105	104	106	100	104	-3	8	102	7	98	/
O=C(Nc1cc(S(=O)(=O)N2CCCCC2)ccc1O)c1ccccc1NS(=O)(=O)c1ccc(F)c(F)c1	92	101	93	89	95	-3	12	93	36	91	/
C=CCN(Cc1nc(-c2cc(OC)ccc2OC)oc1C)C1CCS(=O)(=O)C1 (stereo not given)	101	98	99	97	101	-2	-5	101	16	100	20
Cc1ccc2[nH]c(=O)cc(C(=O)OC(C)C)c2c1	97	102	97	98	96	0	-4	98	3	99	/
O=C(NCc1ccccc1)C(c1ccc(F)cc1)N(Cc1ccc2c(c1)OCO2)C(=O)Cn1nnc(-c2cccs2)n1 (stereo not given)	101	73	99	98	100	2	-9	104	-9	101	12
CCc1cccc(NC(=O)CN(C)S(=O)(=O)c2cnc[nH]2)c1	100	99	98	99	99	0	-25	100	14	97	/
Oc1c(C(c2cccs2)N2CCC3(CC2)OCCO3)sc2ncnn12 (stereo not given)	102	101	103	100	102	1	-23	105	-10	105	/
O=C(NC1CCN(C(=S)NCCc2ccccc2)CC1)C1CC1	93	109	95	93	92	-5	-21	94	-3	98	-2
CCn1c(CC(=O)Nc2ccc(Cl)c(Cl)c2)nnc1SCc1ccc(C)cc1	101	103	100	97	102	-7	1	103	10	103	-2
COc1cccc(OC)c1OCCOc1ccc(C(=O)c2ccccc2)cc1	96	96	96	97	98	-4	-13	98	9	97	/
CCCCCn1c(=O)c(-c2nc3ccccc3c(=O)[nH]2)c(O)c2ccccc21	98	102	96	96	98	0	-11	97	-10	98	/
CC(C)NC(=O)c1ccc2c(c1)S(=O)(=O)c1ccccc1C2=O	101	102	98	98	94	-4	-14	100	4	100	/
COc1ccc2c(c1OC)C(=O)N1N=C(c3ccc(-c4ccccc4)cc3)CC21 (stereo not given)	99	95	100	93	98	-4	-31	100	-12	107	/
O=C(O)CC(NC(=O)C(c1ccccc1)c1ccccc1)c1ccco1 (stereo not given)	96	94	95	97	96	5	6	97	16	99	-8
COc1ccc(N2CCN(C(=O)C3CCN(S(=O)(=O)N4CCOCC4)CC3)CC2)cc1	101	102	99	98	100	0	-126	97	49	102	/
COc1cccc(-c2csc(/C(C#N)=C/Nc3cc4oc5ccccc5c4cc3OC)n2)c1	101	104	102	95	99	0	-56	104	0	107	1
C=CCC(CC=C)(NC(=O)c1ccccc1C(=O)O)c1ccccc1	101	103	98	99	101	-5	-20	104	5	100	/
N#Cc1ccc(COC(=O)c2cc(=O)c3ccccc3o2)cc1	97	104	96	96	99	-2	12	98	3	99	-11
Cc1nnc(-c2ccc(Oc3ccc(Br)cc3)c([N+](=O)[O-])c2)o1	102	106	98	99	97	-7	-17	104	3	96	18
CCOC(=O)C1CCN(S(=O)(=O)c2cccc(-c3csc(C)n3)c2)CC1	98	85	98	98	97	-1	-14	96	9	99	/
COc1cccc(CN2C(=O)C3CCCN3c3ccc(S(=O)(=O)N4CCOCC4)cc32)c1 (stereo not given)	103	101	101	99	104	-1	-18	103	-26	102	/
Cc1cc(N2CCCCC2)nc2ccc(NC(=O)c3ccc(Br)o3)cc12	98	115	100	95	95	0	-7	97	41	100	/
CC(C)NCC(=O)NC12CC3CC(CC(C3)C1)C2	101	96	98	102	102	-120	-34	107	1	97	/
Cc1nn(-c2ccccc2)c(N)c1N=Nc1ccc2ccccc2c1	103	98	101	100	104	-1	-3	106	6	100	-23
O=C(C1=NOC(CNc2ncc(C(F)(F)F)cc2Cl)C1)N1CCOCC1 (stereo not given)	98	99	96	96	98	-1	-21	98	10	97	/
Cc1nn(CCC#N)c2nc(C(F)(F)F)[nH]c(=O)c12	100	102	99	98	101	-2	26	105	5	96	/
COC(=O)c1ccc(Cl)c(-c2ccc(/C=N/NC(=O)Nc3ccccc3)o2)c1	103	102	100	101	103	2	-25	108	9	106	/
CC(=O)Nc1ccc(-c2cc(-c3ccc(NC(C)=O)cc3)nc(-c3ccc(NC(C)=O)cc3)n2)cc1	102	109	98	99	101	-6	11	104	29	103	-9
N/C(=N\OC(=O)Cc1cccs1)c1cccc([N+](=O)[O-])c1	102	102	101	102	101	-2	-54	103	-27	101	/
CN1CCN(S(=O)(=O)c2cc([N+](=O)[O-])ccc2N2CCCCCC2)CC1	102	97	99	100	103	2	-5	104	-14	102	/
COC(=O)c1[nH]c2cccc(OC)c2c1NC(=O)CN1CC(C)OC(C)C1 (stereo not given)	98	99	97	96	100	0	-6	97	4	98	-28
CN1C(=O)/C(=C/c2cc3c(cc2Br)OCO3)NC1=S	95	103	94	97	97	-3	25	103	30	94	1
O=[N+]([O-])c1cc(S(=O)(=O)C(F)(F)F)ccc1N1CCN(c2ccccc2)CC1	97	97	96	95	96	0	-34	97	22	99	9
COC(=O)c1ccc(NC(=S)NC2CCc3ccccc32)cc1 (stereo not given)	102	104	99	98	96	0	-63	97	4	103	18
Fc1ccccc1Nc1nc(Cl)nc(Cl)n1	95	101	98	94	97	1	34	100	23	98	12
O=c1c(Cl)c(Cl)cnn1Cc1nnc(-c2ccccc2Br)o1	98	103	98	98	96	0	-37	99	15	102	/
CCS(=O)(=O)c1ccc2c(c1)N(S(C)(=O)=O)CC(C(=O)NC1CC1)O2 (stereo not given)	100	100	101	95	99	0	8	98	-2	99	/
Clc1nnc2ccc(-c3ccccc3)nn12	97	101	95	96	98	0	3	98	17	98	1
O=C(OCCN1C(=O)c2cccc3c(N4CCOCC4)ccc(c23)C1=O)c1ccc(Cl)cc1	101	99	99	100	100	1	-30	105	-149	103	-1
Cc1ccsc1/C=N/NS(=O)(=O)c1ccc([N+](=O)[O-])cc1	100	101	98	99	102	-3	-45	102	8	96	20
NC(=O)c1cc([N+](=O)[O-])ccc1N1CCCCC1	104	100	102	100	104	-5	-28	104	17	107	/
COC(=O)c1sc2ccccc2c1NC(=O)c1ccc(S(=O)(=O)N2CCCCC2)cc1	101	101	100	98	103	-5	-4	101	-19	100	10
CCCCC(=O)Nc1ccc(S(=O)(=O)Nc2nccc(C)n2)cc1	96	101	98	97	100	-3	-25	98	7	99	-6
CCCN(CCC)C(=O)c1c(C)[nH]c(C(=O)OCC)c1C	100	104	100	100	100	2	-4	105	16	100	/
CCOc1ccc(OCc2ccc(C(=O)N/N=C(\C)c3ccccn3)cc2)cc1	103	102	102	100	101	0	-7	102	1	101	5
C/C(=C(\C#N)C(=O)NC1CCCCC1)N(C)C	105	103	107	102	108	-1	-12	104	-7	102	/
Cc1ccc2oc(-c3cccc(NC(=O)C4CCCO4)c3)nc2c1 (stereo not given)	97	102	97	97	98	0	2	96	-6	94	/

(more compounds)
SMILES	HRas wt GTP	RGS8-Gao reg	Rab2 wt GTP	Rac1 mut GTP	Cdc42 wt GTP	Mcl-1 Bim block	Mcl1 Bid PPI	Rac1 wt GTP bind	Mcl1 Noxa PPI	Rab7 wt GTP bind	Pf gamet viab
Cc1nc(SCc2ccc(Br)cc2)[nH]c(=O)c1C	94	102	92	92	95	2	-2	91	17	96	/
Cc1ccc2[nH]c(=O)c(CN(CCO)C(=O)NCc3ccccc3)cc2c1	100	93	97	100	98	-3	0	98	8	99	/
CCCCCOc1ccc(CSC2=NCCN2)cc1[N+](=O)[O-]	104	106	102	101	105	0	-26	105	38	103	/
CCc1nc(SCc2ccccn2)c2c(=O)n(C)c(=O)n(C)c2n1	101	101	103	98	100	0	3	107	8	103	/
O=C(CC1NC(=O)NC1=O)Nc1cccc2ccccc12 (stereo not given)	96	110	95	94	99	-2	-14	97	19	95	/
CCCOc1ccc(/C=N/NC(=O)c2ccc(Cn3cc([N+](=O)[O-])cn3)o2)cc1	99	96	97	99	99	0	5	100	17	99	-19
CCCCC(=O)NC(c1cccc([N+](=O)[O-])c1)c1c(OC(C)=O)ccc2ccccc12 (stereo not given)	101	100	99	99	103	-4	-3	104	2	96	/
CC(=O)c1c(C)oc2ccc(N(C(C)=O)S(=O)(=O)c3cccc([N+](=O)[O-])c3)cc12	94	104	98	97	98	1	-20	93	3	93	-15
N#Cc1nc(COc2ccc(Br)cc2)oc1N1CCN(Cc2ccccc2)CC1	101	108	102	98	100	-6	-26	104	8	102	-30
COc1ccc(NC(=O)c2ccc(=O)oc2)cc1	99	100	97	94	92	0	-40	103	-2	100	/
CCOC(=O)NC(c1cccc(Cl)c1)C1CCCCCC1=O (stereo not given)	102	88	101	99	102	-9	-2	103	6	102	/
O=C(Nc1nnc(-c2ccccc2Cl)s1)C1CCN(S(=O)(=O)c2ccc(Cl)cc2)CC1	103	94	99	102	104	0	-37	108	-34	101	13
CC1(c2ccccc2)CC(C)(C)N(C(=O)c2cc([N+](=O)[O-])cc([N+](=O)[O-])c2)c2ccccc21 (stereo not given)	100	100	101	100	102	-3	-7	108	-7	97	-18
CN1CCN(C(=O)CN2C(=O)CC(C)(C)S(=O)(=O)c3ccccc32)CC1	103	100	101	102	105	0	-36	108	12	100	/
CC(=O)Nc1ccc(C(=O)n2cnc3cc(C)c(C)cc32)cc1	98	102	98	92	93	-1	-13	103	-22	101	-8
CCC(CC)C(=O)Nc1cccc(S(=O)(=O)c2cccc(NC(=O)C(CC)CC)c2)c1	99	100	100	98	99	44*	-15	101	2	102	13
CCN(CC)S(=O)(=O)c1ccc(C(=O)Nc2nnc(CSC)o2)cc1	95	98	92	94	94	0	-9	96	-24	96	-5

High-throughput results as filed in PubChem.
